Compound activity (PubChem)
hIAP block = human IAP inhibition; 330,000 compounds, 0.12% hits; purified IAP, CDP-Star luminescence, 30 min; P09923; inhibition, % at 10 µM;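 active means inhibition reaching a set limit with compound at 10 µM in the primary screen, cut at about 35% in these data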;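 further: plate controls were DMSO wells with enzyme for no effect and no-enzyme buffer wells for full effect; values of inactives mirror those of a sister screen read the other way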
MIN6 prolif = inducers of beta-cell replication in MIN6 cells | proliferation, % at 10 µM | 330,000 compounds, 0.29% hits | AID 2380 | MIN6 cells proliferation, ATPlite luminescence, 48 h; cells starved in 0.2% serum; 100% = growth in 10% serum;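 active means compounds whose signal lies at least 3.5 SD above the mean of all wells on their plate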;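 further: 0% = DMSO-treated cells in low-serum medium and 100% = 10% serum control; some compounds called inactive have numbers as strong as hits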
tim10-1 inh = growth inhibitors of tim10-1 mutant yeast. S. cerevisiae tim10-1 ts strain growth, BacTiter-Glo, 24 h. inhibition, % at 20 µM. 330,000 compounds, 2.2% hits. AID 463190;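 active means inhibition of at least 40%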;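 further: mutant grown at 25 °C; 0% = DMSO wells with yeast and 100% = wells holding no yeast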
mIAP act = increases mouse intestinal alkaline phosphatase activity; muIAP, CDP-Star luminescence, 30 min; active compounds read high; 1 = vehicle-only enzyme signal, 0 = enzyme-free wells; 330,000 compounds, 0.24% hits; activation factor at 10 µM; AID 2805;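 active means activation factor of at least 2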; further: the source names both 10 and 20 µM as test concentration; values of inactives mirror those of a sister screen read the other way
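Assay system: mouse IAP enzyme; reagent: chemiluminescent substrate CDP-Star; dosing: test compounds delivered from DMSO solution; schedule: 30 min at room temperature; measured by: luminescence from enzymatic CDP-Star hydrolysis; controls: DMSO-only wells and no-enzyme negative control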
APOBEC3A inh = human APOBEC3A DNA deaminase inhibition; 330,000 compounds, 0.41% hits; P31941; recombinant A3A, FAM/TAMRA ssDNA deamination fluorescence; inhibition, % at 20 µM;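 active means at least 40% inhibition at 20 µM here, with at most 30% in a related deaminase screen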;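 further: plate controls were A3A with DMSO for no effect and wells lacking A3A enzyme for full effect; some results filed as inactive read as strong as hits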
Target sequence (P31941 whole entry, looked up): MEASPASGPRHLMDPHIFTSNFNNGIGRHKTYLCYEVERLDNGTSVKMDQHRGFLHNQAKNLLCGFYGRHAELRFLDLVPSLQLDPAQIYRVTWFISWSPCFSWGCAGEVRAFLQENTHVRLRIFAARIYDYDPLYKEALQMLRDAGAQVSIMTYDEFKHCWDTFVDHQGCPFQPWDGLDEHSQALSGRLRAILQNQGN
NLRP3 yeast inh = inhibitors of NALP3 inflammasome in yeast; inhibition, % at 10 µM; Yeast reconstituted NLRP3/ASC/caspase-1, beta-gal luminescence, 24 h; 330,000 compounds, 0.39% hits;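 active means inhibition of 50% or more; inactive means inhibition below 50%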;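 further: plate controls were induced DMSO wells for no effect and uninduced yeast grown without galactose for full effect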
TIM10 inh = TIM10 yeast growth inhibition; S. cerevisiae TIM10 strain growth, BacTiter-Glo luminescence, 24 h; inhibition, % at 10 µM; 330,000 compounds, 1.4% hits; AID 463195;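 active means inhibition of 40% or more at the single tested concentration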;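 further: wild-type TIM10 isogenic control strain grown at permissive 25 °C; 0% = DMSO yeast wells and 100% = minimal medium wells without yeast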
A3G deaminase = APOBEC3G (human) deaminase inhibition; Q9HC16; recombinant A3G, ssDNA deamination FAM/TAMRA fluorescence; inhibition, % at 20 µM; 330,000 compounds, 0.28% hits;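 active means inhibition of at least 40% at 20 µM, with no more than 30% in the related APOBEC3A deaminase screen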;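 further: plate controls were DMSO wells with A3G for no effect and wells lacking A3G enzyme for full effect; some compounds called inactive have numbers as strong as hits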
Target sequence (Q9HC16 whole entry, looked up): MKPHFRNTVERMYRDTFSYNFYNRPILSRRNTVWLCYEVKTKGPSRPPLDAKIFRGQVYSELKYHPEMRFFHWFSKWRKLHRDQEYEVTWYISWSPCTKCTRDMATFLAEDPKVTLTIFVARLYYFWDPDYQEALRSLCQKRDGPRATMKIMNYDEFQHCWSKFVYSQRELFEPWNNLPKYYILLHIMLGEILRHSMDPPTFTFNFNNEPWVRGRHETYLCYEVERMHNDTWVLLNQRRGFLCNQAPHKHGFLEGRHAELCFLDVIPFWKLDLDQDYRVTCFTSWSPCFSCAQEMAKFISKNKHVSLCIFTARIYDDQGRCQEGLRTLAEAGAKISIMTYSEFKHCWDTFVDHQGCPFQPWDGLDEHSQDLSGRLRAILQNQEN
mIAP inh = blocks mouse intestinal alkaline phosphatase; purified mouse IAP, CDP-Star luminescence, 30 min; 330,000 compounds, 0.2% hits; inhibition, % at 10 µM;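 active means inhibition of at least 40% at 10 µM in the primary screen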;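 further: plate controls were DMSO with enzyme for no effect and no enzyme wells for full effect; values of inactives mirror those of a sister screen read the other way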
Starred values were filed as active, the others as inactive.

SMILES | hIAP block | MIN6 prolif | tim10-1 inh | mIAP act | APOBEC3A inh | NLRP3 yeast inh | TIM10 inh | A3G deaminase | mIAP inh
COc1ccc(-c2nn(-c3ccccc3)cc2/C=C2/SC(=S)N(CCCC(=O)O)C2=O)c(C)c1 | -31 | -4 | 21 | 0.92 | -4 | 28 | 7 | -6 | 8
COc1cccc(NC(=O)CS(=O)(=O)c2cccc3nsnc23)c1 | -18 | -2 | 3 | 1 | -2 | 0 | 1 | -3 | -1
COc1cc(NC(=O)c2ccccc2)c(OC)cc1NC(=O)CN1C(=O)NC2(CCCCC2)C1=O | 5 | 3 | 2 | 1 | 1 | 6 | 10 | -8 | -2
COc1ccc(-c2c(C#Cc3ccsc3)c3cc(-c4ccc(CN5CCOCC5)cc4)ccc3n2C)cc1 | 10 | -1 | 15 | 0.99 | 0 | 10 | 9 | 0 | 1
CCCc1ccc(Oc2cc(C)nc(N3CCOCC3)n2)cc1 | -4 | -1 | 28 | 0.88 | 3 | 10 | 12 | 1 | 12
CC(=O)N(Cc1ccccc1)c1c(N)nc(N)[nH]c1=O | -8 | 0 | -6 | 0.94 | 3 | 12 | 6 | -1 | 6
Cc1ccc2nc(N3CCOCC3)c3nncn3c2c1 | 3 | 5 | -16 | 1.1 | 1 | 12 | -4 | -9 | -6
CC(C)OCCCNC(=O)C1CCC(=O)N1C1CCCC1 (stereo not given) | -2 | -5 | 2 | 0.88 | 6 | 4 | 6 | -5 | 12
Cc1ccc(CNS(=O)(=O)c2ccc3c(c2)N(C)CCO3)cc1 | -2 | 5 | 27 | 0.98 | 0 | 11 | 30 | -3 | 2
Cc1cc(C)n(-c2ccc(NC(=O)C3CCCCN3C(=O)c3ccc(C)s3)cc2)n1 (stereo not given) | -16 | -2 | 4 | 1.1 | -5 | 12 | -5 | -7 | -7
Cc1cc(NC(=O)COn2nnc3ccc(Cl)cc32)no1 | 5 | -3 | 24 | 1 | -7 | 5 | 7 | -8 | -2
O=C(Nc1cccc(Cl)c1)NC1CC2CCC1C2 (stereo not given) | -11 | -3 | 17 | 3.2* | -2 | 31 | 30 | -2 | -220
COC(=O)COc1ccc(S(=O)(=O)Nc2ccccc2C(=O)OC)cc1 | 1 | -1 | 30 | 0.99 | -5 | 13 | 21 | -6 | 1
O=C(NNS(=O)(=O)c1ccccc1Cl)C1COc2ccccc2O1 (stereo not given) | 2 | -3 | -9 | 1 | -4 | 7 | 0 | -6 | -3
CCOC(=O)c1c(/N=C/c2ccc(C)cc2O)sc2c1CCN(C)C2 | 0 | -2 | 11 | 0.9 | 2 | 20 | 1 | 1 | 10
Cc1ccc(NC(=S)N/N=C/c2c(C)nn(-c3ccccc3)c2N2CCCC2)cc1 | 7 | 0 | 18 | 0.94 | 1 | 10 | 24 | 0 | 6
COC(=O)Cc1cc(=O)n2[nH]c(SC)nc2n1 | 2 | 0 | 1 | 0.97 | -1 | 16 | -2 | -3 | 2
O=C(Nc1ccc2c(c1)OCO2)N1CCN(S(=O)(=O)c2ccc(Cl)cc2)CC1 | 19 | -2 | 13 | 1.1 | -2 | 15 | 12 | -2 | -15
CCOc1ccc(N2C(=O)c3ccccc3NC2(C)CC)cc1 (stereo not given) | 8 | -2 | -3 | 0.96 | -4 | 28 | 5 | -10 | 4
N#Cc1ccc(OCC(=O)Nc2nc(-c3cccnc3)cs2)cc1 | 5 | 1 | 11 | 0.98 | -1 | 0 | 3 | -2 | 2
COCCN1C(=O)c2oc3ccccc3c(=O)c2C1c1ccc(O)c(OC)c1 (stereo not given) | -3 | 1 | 7 | 0.84 | -2 | 7 | -2 | -4 | 16
N#Cc1nc(COc2ccc(Cl)cc2Cl)oc1N1CCOCC1 | -33 | -1 | 41* | 1 | -7 | 19 | 32 | -7 | -1
COc1cccc(/C=N/NC(=S)NCc2ccco2)c1OC | -16 | -2 | 12 | 1 | -1 | 22 | 34 | -5 | 0
CCOc1cccc(-c2c(C(=O)N/N=C/c3ccc(Br)cc3)nnn2-c2nonc2N)c1 | 8 | -6 | 16 | 0.84 | -1 | 0 | -2 | -4 | 16
CCN(CC)C(=O)c1cc(Cl)ccc1NC(=O)c1ccco1 | -2 | 3 | 0 | 0.97 | 7 | 10 | -4 | 4 | 3
O=C(CSc1n[nH]c(Cc2ccccc2)n1)Nc1ccccc1Br | -2 | -1 | 6 | 0.92 | -2 | 7 | -1 | -4 | 8
CC(=O)C1=C(O)CC(c2ccccc2)CC1=NCCc1c(C)[nH]c2ccccc12 (stereo not given) | 5 | 9 | -12 | 1.1 | -8 | -1 | 6 | -9 | -13
O=C(CCc1nnc2ccc(NCc3ccc(F)cc3)nn12)NC1CCCC1 | 0 | 1 | 1 | 1 | 1 | -12 | 12 | -2 | 0
CC(C)n1nccc1N(Cc1ccc(Cl)cc1)S(=O)(=O)c1ccccc1 | -1 | -6 | 40 | 1 | -2 | 26 | 17 | 0 | 0
COc1ccc(Cl)cc1NC(=O)C1CCN(C(=O)Nc2ccccc2)CC1 | 8 | -1 | 7 | 0.92 | -1 | 11 | 0 | -1 | 8
Cc1ccc(C(=O)NNC(=O)CSc2nnc(-c3ccccc3)n2Cc2ccccc2)cc1 | -15 | 0 | 14 | 1.1 | -6 | -5 | 16 | -7 | -7
O=C(NCCC1CCCCN1S(=O)(=O)c1ccccc1)C(=O)NC1CCCC1 (stereo not given) | 0 | 8 | -17 | 1 | 0 | 17 | -6 | -5 | -1
Clc1ccccc1CN1CCC(Cc2ccccc2)CC1 | -4 | -1 | -33 | 0.98 | 0 | 18 | -24 | 0 | 2
CC(C)CC(=O)Nc1ccc2c(c1)nc(CCN1CCCCC1)n2C | -2 | -3 | -7 | 0.93 | -1 | 23 | -9 | -10 | 7
O=S(=O)(NC1CC2CCC1C2)c1ccc(Cl)cc1 (stereo not given) | 6 | -2 | -90 | 0.91 | -5 | 35 | -168 | -7 | 9
NC(=O)C1CCN(C(=O)CSc2nc3ccccc3s2)CC1 | 2 | -2 | 6 | 0.95 | -4 | 1 | 5 | -6 | 4
O=C(NCc1cccnc1)c1cc(-c2ccccc2)on1 | -16 | -3 | 6 | 0.99 | 6 | 13 | 13 | 0 | 0
CC1(C(=O)NNC(=O)c2ccc([N+](=O)[O-])cc2)CC1(Br)Br (stereo not given) | -2 | -3 | 3 | 0.97 | -5 | -5 | 5 | -6 | 3
O=C(Nc1nnc(S(=O)(=O)Nc2ccccc2)s1)c1ccccc1Cl | -2 | 7 | 21 | 0.88 | -4 | 13 | 2 | -6 | 12
CC(=O)Nc1ccc(S(=O)(=O)NC2CCSc3ccccc32)cc1 (stereo not given) | 2 | 1 | 12 | 1 | 1 | 15 | 3 | -11 | -1
COc1ccc(C(C)=O)cc1CSc1nncn1C | 9 | -3 | -6 | 1 | 8 | 11 | 0 | -10 | -1
Cc1ccc(C(=O)NCC2CCCO2)cc1[N+](=O)[O-] (stereo not given) | 14 | -2 | 6 | 0.97 | -2 | 7 | 14 | -7 | 3
Cc1ccc(S(N)(=O)=O)cc1NC(=O)c1ccc2c3c(cccc13)CC2 | -6 | -2 | -5 | 0.97 | -1 | 19 | -4 | -9 | 3
CC1CN(S(=O)(=O)c2cccc(C(F)(F)F)c2)CC(C)O1 (stereo not given) | -6 | 4 | -14 | 0.95 | -1 | -6 | -9 | -6 | 5
COC(=O)c1ccc(C(=O)OC)c(NC(=O)CSCc2ccc(Cl)cc2)c1 | 11 | 0 | 5 | 0.94 | 2 | 7 | 8 | -4 | 6
COc1ccc(-c2cc(C(=O)N(C)CC(=O)Nc3ccccc3Br)c3ccccc3n2)cc1OC | 13 | 3 | 9 | 0.91 | 1 | 13 | 9 | -3 | 9
C=CC[C@H](CC(=O)N(CCO)Cc1ccccc1)C(=O)N[C@H](COC(=O)[C@H](CC=C)CC(=O)OC(C)(C)C)Cc1ccccc1 | -1 | -6 | 11 | 1.1 | 4 | 19 | 7 | -4 | -8
COc1ccccc1-n1nnnc1SCC(=O)Nc1oc(C)c2c(C)n[nH]c(=O)c12 | 10 | -1 | -14 | 0.92 | 0 | 15 | 2 | -8 | 8
COc1cc(NC(=O)COc2ccc(-n3ccnc3)cc2)cc(OC)c1 | -28 | -6 | 12 | 1.1 | -3 | 13 | 22 | 5 | -10
COc1ccc(C(=O)NCc2ccccn2)cc1 | -2 | 0 | 9 | 1.1 | -4 | -1 | -5 | -5 | -15
Cn1c(=O)c2c(ncn2CC(O)CNc2ccc(Cl)cc2)n(C)c1=O (stereo not given) | 1 | 1 | 9 | 0.96 | 3 | 15 | 3 | 3 | 4
CCN1C(=O)/C(=c2\s/c(=C3\Sc4ccccc4N3C)c(=O)n2C)N(C)C1=S | 25 | 1 | 18 | 0.83 | 1 | 6 | -2 | -9 | 17
O=C1CN(C(=O)c2cccc([N+](=O)[O-])c2)CC(=O)N1 | 4 | -2 | 0 | 0.98 | -4 | 6 | -9 | -5 | 2
CNC(=O)c1cc(Oc2ccc(NC(=O)Nc3ccc(Cl)c(C(F)(F)F)c3)cc2)ccn1 | -25 | -7 | 21 | 1.4 | -3 | 19 | 24 | -9 | -36
COC(=O)/C(=N/Nc1cccc(C)c1)N1CCCc2ccccc21 | -2 | 0 | 22 | 0.89 | 2 | 16 | -16 | -8 | 11
CC(=O)C1=C(O)C(=O)N(CCc2ccccc2)C1c1ccccc1[N+](=O)[O-] (stereo not given) | -9 | 0 | -10 | 1 | 1 | 34 | 5 | 3 | -5
CCOc1cc(C(=O)N=c2sccn2C)ccc1OC(F)F | -11 | -2 | 27 | 1 | 3 | 5 | 16 | 1 | -1

Sorted by SMILES length (largest number first): part of the list above
SMILES | hIAP block | MIN6 prolif | tim10-1 inh | mIAP act | APOBEC3A inh | NLRP3 yeast inh | TIM10 inh | A3G deaminase | mIAP inh
COc1cc(NC(=O)c2ccccc2)c(OC)cc1NC(=O)CN1C(=O)NC2(CCCCC2)C1=O | 5 | 3 | 2 | 1 | 1 | 6 | 10 | -8 | -2
COc1ccc(-c2cc(C(=O)N(C)CC(=O)Nc3ccccc3Br)c3ccccc3n2)cc1OC | 13 | 3 | 9 | 0.91 | 1 | 13 | 9 | -3 | 9
CCN1C(=O)/C(=c2\s/c(=C3\Sc4ccccc4N3C)c(=O)n2C)N(C)C1=S | 25 | 1 | 18 | 0.83 | 1 | 6 | -2 | -9 | 17
Cc1cc(C)n(-c2ccc(NC(=O)C3CCCCN3C(=O)c3ccc(C)s3)cc2)n1 (stereo not given) | -16 | -2 | 4 | 1.1 | -5 | 12 | -5 | -7 | -7
O=C(Nc1nnc(S(=O)(=O)Nc2ccccc2)s1)c1ccccc1Cl | -2 | 7 | 21 | 0.88 | -4 | 13 | 2 | -6 | 12
Cc1ccc(CNS(=O)(=O)c2ccc3c(c2)N(C)CCO3)cc1 | -2 | 5 | 27 | 0.98 | 0 | 11 | 30 | -3 | 2
COC(=O)/C(=N/Nc1cccc(C)c1)N1CCCc2ccccc21 | -2 | 0 | 22 | 0.89 | 2 | 16 | -16 | -8 | 11
O=C(CSc1n[nH]c(Cc2ccccc2)n1)Nc1ccccc1Br | -2 | -1 | 6 | 0.92 | -2 | 7 | -1 | -4 | 8

Rows were taken by chance; 4.6% or so of the library scored in one or more.
